pPAFAH inh: inhibitors of human plasma PAF acetylhydrolase (pPAFAH); Q13093; recombinant pPAFAH, FP-rhodamine probe fluorescence polarization; inhibition, % at 3.39 µM; 330,000 tested, 1.5% active;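 active means inhibition above the mean inhibition across the screen plus 3 SD, cut at about 25% in these data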;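 further: inhibitors block binding of the rhodamine activity-based probe so polarization drops; 0% = enzyme with DMSO and 100% = wells lacking pPAFAH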
PAD4 FP inh: inhibitors of human PAD4. Q9UM07. recombinant PAD4, RCA probe fluorescence polarization. inhibition, % at 6.36 µM. 330,000 tested, 0.41% active. AID 485272;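 active means percent inhibition above a cutoff equal to the mean of all tested compounds plus 3 SD, cut at about 15% in these data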;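 further: 0% = PAD4 with RCA probe and DMSO and 100% = probe without PAD4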
Target sequence (Q9UM07 whole entry, looked up): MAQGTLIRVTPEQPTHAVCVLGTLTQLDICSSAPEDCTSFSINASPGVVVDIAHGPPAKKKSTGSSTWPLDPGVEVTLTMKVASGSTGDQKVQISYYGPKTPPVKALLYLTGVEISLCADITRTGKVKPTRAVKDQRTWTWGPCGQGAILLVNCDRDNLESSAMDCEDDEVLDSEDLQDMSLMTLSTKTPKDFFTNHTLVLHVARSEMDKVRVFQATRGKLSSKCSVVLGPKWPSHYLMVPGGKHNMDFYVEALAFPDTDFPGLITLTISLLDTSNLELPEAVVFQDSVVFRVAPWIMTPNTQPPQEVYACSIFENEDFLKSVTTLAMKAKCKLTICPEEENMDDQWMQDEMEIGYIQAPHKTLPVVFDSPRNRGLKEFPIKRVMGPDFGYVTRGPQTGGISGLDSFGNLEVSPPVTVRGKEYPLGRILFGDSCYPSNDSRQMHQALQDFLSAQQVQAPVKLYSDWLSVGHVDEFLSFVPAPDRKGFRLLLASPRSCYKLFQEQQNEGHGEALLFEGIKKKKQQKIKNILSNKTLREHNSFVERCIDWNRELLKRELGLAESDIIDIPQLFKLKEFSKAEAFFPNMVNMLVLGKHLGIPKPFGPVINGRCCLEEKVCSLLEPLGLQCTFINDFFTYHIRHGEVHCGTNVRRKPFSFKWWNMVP
LYPLA1 counter: blocks human lysophospholipase 1, a PME1 counter-screen. O75608. recombinant LYPLA1, FP-Rh probe fluorescence polarization. inhibition, % at 5.9 µM. 320,000 tested, 0.16% active. AID 2174;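 active means inhibition above the mean of all tested compounds plus 3 SD, set per campaign, cut at about 14% in these data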;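 further: inhibitors block serine hydrolase probe labeling of LYPLA1 so polarization falls; 0% = enzyme with DMSO and 100% = wells lacking LYPLA1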
PREPL inhibitor: human PREPL enzyme inhibition; recombinant PREPL, fluorescence polarization activity-based probe; inhibition, % at 5.96 µM; 320,000 tested, 0.68% active; AID 2751; in the data active means inhibition above about 43%;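 further: 0% = enzyme with DMSO and 100% = wells lacking enzyme; many of its hits are not listed in these tables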
PAFAH1B2 inh: PAFAH1B2 (human) inhibition; P68402; recombinant PAFAH1B2, FP-rhodamine activity probe, fluorescence polarization; inhibition, % at 3.39 µM; 340,000 tested, 1.2% active; AID 492953;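 active means inhibition above the mean of all tested compounds plus 3 SD, cut at about 24% in these data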;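 further: 0% = enzyme with DMSO and 100% = wells lacking PAFAH1B2; many of its hits are not listed in these tables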
GSTO1 inh: counter-screen for RBBP9 inhibitors: inhibitors of human GSTO1; inhibition, % at 5.96 µM; 300,000 tested, 1.1% active; AID 1974; P78417; recombinant GSTO1, activity-based probe fluorescence polarization;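 active means inhibition above the campaign mean inhibition plus 3 SD, cut at about 35% in these data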;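 further: 0% = GSTO1-1 with DMSO and 100% = wells lacking GSTO1-1 enzyme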
PME-1 inh: PME-1 (human) inhibition; recombinant PME-1, FP-Rh probe fluorescence polarization; Q9Y570; 320,000 tested, 0.53% active; inhibition, % at 5.9 µM;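 active means inhibition above the campaign mean of all compounds plus 3 SD, cut at about 26% in these data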;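 further: competitive labeling of PME-1 active site by serine hydrolase directed probe; 0% = PME-1 with DMSO and 100% = wells lacking PME-1 enzyme; inhibitors block probe labeling so polarization falls and inhibition rises; many of its hits are not listed in these tables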
PAFAH1B3 FP inh: inhibitors of human PAFAH1B3 | Q15102 | recombinant PAFAH1B3, FP-rhodamine probe, fluorescence polarization | 340,000 tested, 0.28% active | inhibition, % at 3.39 µM;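 active means inhibition above the screen-wide average of all tested compounds plus 3 SD, cut at about 25% in these data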;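 further: 0% = enzyme with DMSO only and 100% = wells lacking PAFAH1B3 protein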
LYPLA2 inh: counter-screen for PME1 inhibitors: inhibitors of human LYPLA2 | recombinant LYPLA2, FP-Rh probe fluorescence polarization | 320,000 tested, 0.38% active | inhibition, % at 5.9 µM;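 active means inhibition above the screen-wide mean plus 3 SD, limit set per campaign, cut at about 26% in these data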;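 further: 0% = LYPLA2 with DMSO and 100% = wells lacking LYPLA2 enzyme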
Target sequence (O95372 whole entry, looked up): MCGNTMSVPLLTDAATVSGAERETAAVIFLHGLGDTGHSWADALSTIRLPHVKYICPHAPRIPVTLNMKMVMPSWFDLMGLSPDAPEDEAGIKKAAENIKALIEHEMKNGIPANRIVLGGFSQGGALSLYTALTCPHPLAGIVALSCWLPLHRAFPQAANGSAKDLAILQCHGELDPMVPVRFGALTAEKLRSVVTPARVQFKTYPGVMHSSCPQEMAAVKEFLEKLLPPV
* hit, by the source's call; / = no result given. Not all compounds are listed; count on the stated rates, not on these rows.

item	SMILES	pPAFAH inh	PAD4 FP inh	LYPLA1 counter	PREPL inhibitor	PAFAH1B2 inh	GSTO1 inh	PME-1 inh	PAFAH1B3 FP inh	LYPLA2 inh
1	Cn1c(=O)[nH]c(=O)c2c1nc(N1CCCCCC1)n2CCSc1nc2ccccc2[nH]1	0	0	-1	18	8	3	7	3	3
2	O=C(N=C1c2ccccc2CN1c1ccc(F)c(Cl)c1)c1cccnc1Cl	-3	-2	-10	-1	/	-2	1	/	-10
3	COc1ccc(S(=O)(=O)N2CCCCCC2)cc1NC(=O)c1ccccc1F	2	-4	-8	-6	-2	/	2	4	-4
4	CC(C)OC(=O)CN1CCN(c2ccc(Cl)cc2)CC1	6	-1	-2	10	-2	-3	4	5	0
5	CCCCCN(C(=O)NC(=O)Nc1ccccc1C)S(=O)(=O)c1ccccc1	1	-8	-6	5	-3	-3	-15	2	-12
6	NS(=O)(=O)c1ccc(NCc2cc(Cl)ccc2OCc2ccccc2F)cc1	13	1	-7	-58	0	1	-5	0	-4
7	CCCCC(=O)Nc1nnnn1CCC	3	5	1	1	2	5	2	0	6
8	COc1ccc(-c2nc(CS(=O)(=O)CC(=O)NCc3ccc(F)cc3)c(C)o2)cc1	3	0	-1	-12	2	-6	-1	5	5
9	CC(SC1CCCC1)C(=O)NC(C)(C#N)C(C)C (centres undefined)	0	-1	-1	11	1	5	-3	-3	-4
10	OCCCCNCc1ccc(OCc2ccccc2)cc1	1	3	1	8	2	6	-1	7	0
11	CC1(C)CC(NS(=O)(=O)c2ccc3ccccc3c2)CC(C)(C)N1	1	3	-1	6	-4	4	2	4	-2
12	COC(=O)c1cn(-c2ccccc2)nc1-c1ccncc1	1	-1	1	20	4	0	-4	4	1
13	Cc1ccc(Cl)cc1OCC(=O)NCCOC(=O)Nc1sc(=S)n(C)c1C	12	-2	1	28	4	3	10	-2	8
14	CCCNC(=O)C(Cc1ccc(OC)cc1)NC(=O)c1ccc(C#N)cc1 (centres undefined)	-3	-3	-3	10	2	/	-3	5	-2
15	CCOc1cc(/C=N/NC(=O)c2ccc(CSc3nncn3C)cc2)ccc1OCC(=O)N1CCOCC1	0	-5	-4	-4	0	-6	0	6	-2
16	CC[n+]1c(/C=C/Nc2ccccc2)sc2ccccc21	-13	-48	-18	-49	-11	-17	-54	-5	-37
17	O=C(O)[C@H]1CCCN1C(=O)c1ccccc1N1C(=O)[C@@H]2Cc3c([nH]c4ccccc34)C(c3cccc(Cl)c3)N2C1=O (some centres undefined)	8	2	0	-2	2	-5	-4	9	2
18	CCCCCCSC1=C(C#N)C(c2ccc(O)cc2)CC(=O)N1 (centres undefined)	6	0	-4	-10	17	-6	3	3	-2
19	COc1ccc(OC)c(CNC(=O)CCC(=O)N2Cc3cccc(OC)c3Oc3ncccc32)c1	2	-2	-2	3	1	-6	2	4	2
20	CCN(CC)S(=O)(=O)c1ccc2c(c1)N(CC(=O)N1CCCC1)C(=O)CO2	1	2	2	7	1	-4	2	12	4
21	CCN(CC)c1ccc(S(=O)(=O)N2CCOCC2)cc1NC(=O)c1cc(=O)c2ccccc2o1	3	-1	-3	-3	-4	-1	1	-1	-2
22	Cc1ccc(C(=O)NCc2ccccc2)c(F)c1F	-1	1	4	18	-2	5	-3	7	3
23	Cc1ccc(Nc2nc(-c3sc(NC(=O)c4ccc([N+](=O)[O-])cc4)nc3C)cs2)cc1	15	2	-24	12	/	3	11	/	-13
24	CCOC(=O)N1CCN(c2c(NCCCN3CCCC(C)C3)c(=O)c2=O)CC1 (centres undefined)	6	1	1	24	-3	5	1	-2	-2
25	CCn1c(SCC(=O)OC)nc2cc(S(=O)(=O)N3CCOCC3)ccc21	3	2	0	5	2	12	2	-1	2
26	O=C(Nc1nc(-c2ccc3c(c2)OCO3)cs1)C1CC1	4	-2	3	8	2	-1	1	3	2
27	CCOc1ccc(S(=O)(=O)N(CC)CC(=O)N2CCOCC2)cc1C	0	0	-3	-4	3	1	4	0	-4
28	O=C(CN1CCN(Cc2ccccc2)CC1)Nc1nnc(C(F)(F)F)s1	-12	-4	-2	13	2	7	2	1	-9
29	CSc1ccc(S(=O)(=O)NCC(=O)OCC(=O)N2CC(C)CC(C)C2)cc1[N+](=O)[O-] (centres undefined)	4	-4	-2	27	13	9	-2	-5	-6
30	CC1CC(C)CN(CCCNC(=O)c2ccc(CS(=O)(=O)Cc3cccc(Cl)c3)o2)C1 (centres undefined)	17	-4	5	11	-4	3	1	4	-4
31	CCCS(=O)(=O)c1nc(S(=O)(=O)c2ccc(C)cc2)c(N2CCOCC2)s1	3	-4	4	11	4	5	-8	0	4
32	CC(=O)c1ccc(NC(=S)N(CCCN(C)C)Cc2ccccc2)cc1	3	5	0	-18	8	9	-4	8	-2
33	COc1ccc(C(=O)OCc2nc(N)nc(Nc3ccccc3C)n2)cc1OC	5	0	-2	2	-1	1	-1	4	-6
34	COc1cc(OC)cc(C(=O)Nc2ccc(NC(=O)c3ccco3)c(C)c2)c1	9	0	-6	-4	-1	-6	-4	4	-8
35	NC(=O)CN1C(=O)C2C3c4ccccc4C(c4ccccc43)C2C1=O (centres undefined)	-1	1	7	-16	6	8	5	5	18
36	O=C(Nc1ccc(N2CCOCC2)cc1)c1ccc([N+](=O)[O-])o1	1	-10	4	17	4	8	2	-5	5
37	CCCC(=O)OC1CCS(=O)(=O)c2sccc21 (centres undefined)	7	1	0	-4	-3	-9	-7	2	-3
38	CCOC(=O)C1CCN(S(=O)(=O)c2ccc(-c3nc4ccccc4s3)s2)CC1	10	-5	1	-18	/	1	2	/	9
39	Cn1c(=O)c(Cc2ccccc2)c(O)c2ccccc21	-4	3	-5	4	0	11	7	6	-4
40	CN(C)C1(CN=Cc2cc(Cl)cc([N+](=O)[O-])c2O)CCCCC1	42*	-9	-2	10	8	32	5	5	-2
41	CN(C(=O)COC(=O)/C=C/c1cn(-c2ccccc2)nc1-c1ccc2c(c1)OCCO2)C1CCS(=O)(=O)C1 (centres undefined)	1	-3	-4	-7	-4	-2	-5	0	-10
42	COc1ccc2c(c1)OC[C@H]1[C@H]2N2C(=O)CN(Cc3ccc(F)cc3)C(=O)[C@@]2(C)[C@H]1c1ccccc1	-5	-2	-2	3	7	/	-3	3	-1
43	C/C(Cc1ccccc1)=N\NC(=O)CNC(=O)c1ccccc1O	1	0	0	-5	2	6	-8	2	-1
44	CCOc1ccc(C(=O)Nc2cccc(C(C)=O)c2)cc1[N+](=O)[O-]	4	3	4	5	4	-6	-3	-1	4
45	Cc1c(-c2ccn[nH]2)cc(NC(=O)c2ccc(Cl)cc2)c(=O)n1N	-4	1	-3	6	/	19	-7	/	-6
46	O=C(OCC(=O)c1c[nH]c2ccccc12)c1cncc(Br)c1	20	-3	/	10	6	/	/	-2	/
47	Cc1cnc(C(=O)OC(C)C(=O)Nc2ccc(Cl)cn2)cn1 (centres undefined)	1	1	0	14	2	2	-2	3	3
48	Cc1ccc(-c2cc(-c3nnc(SCC(=O)N(C)CCC#N)n3N)c3ccccc3n2)cc1	3	-8	-3	-2	2	-2	1	0	0
49	CCCS(=O)(=O)c1nc(S(=O)(=O)c2ccc(C)cc2)c(NCCCN2CCOCC2)s1	5	-2	-2	4	7	-3	4	5	-7
50	Nc1nn2c(-c3ccccc3)cc(=O)[nH]c2c1N=Nc1ccc(O)cc1	27*	-11	-7	36	14	21	17	16	-9

Following part.
item	SMILES	pPAFAH inh	PAD4 FP inh	LYPLA1 counter	PREPL inhibitor	PAFAH1B2 inh	GSTO1 inh	PME-1 inh	PAFAH1B3 FP inh	LYPLA2 inh
51	CC1(C)c2[nH]c3ccccc3c2C[C@H]2C(=O)N(Cc3ccccc3F)C(=O)N21	6	-1	-3	18	-6	-3	6	5	-10
52	Cc1nc(-c2ccccc2)nc2[nH]c(=O)n(-c3ccccc3)c(=O)c12	3	-3	-2	-4	5	-1	-1	11	0
53	NNC(=O)CCc1nc2ccccc2[nH]1	-2	1	0	3	/	-8	-1	/	1
54	CCN(CC(=O)NC(C)C)C(=O)[C@@H](NC(=O)c1ccco1)C(C)C	-1	5	-2	-4	4	8	-3	-1	-3
55	Cn1nnnc1SCC(=O)Nc1ccc(S(=O)(=O)N2CCOCC2)cc1	1	1	3	5	1	2	3	-2	3
56	Nc1ccc(Br)c[n+]1Cc1cccc2cccnc12	1	-2	1	1	2	-1	2	4	1
57	Cc1ccc(-n2nnnc2/C=C\Nc2cc(C)on2)cc1	2	-3	-3	1	4	-3	-5	4	2
58	COc1cccc(CN(C(=O)c2cc3ccccc3oc2=O)C2CCS(=O)(=O)C2)c1 (centres undefined)	0	2	0	-4	-1	-1	1	11	17
59	O=C(COC(=O)c1ccc(CO)cc1)NCc1cccs1	-3	2	-5	17	0	0	-1	6	-7
60	Cn1c(-c2sc3cc(C(F)(F)F)cnc3c2-c2ccccc2)n[nH]c1=S	3	3	-1	6	7	2	-2	9	1
61	CCOC(=O)N1CCN(Cc2nc3cc(NC(=O)C(C)C)ccc3n2C)CC1	6	0	0	5	5	-4	-6	0	-4
62	Cn1c(O)c(N=NC(=O)CNC(=O)/C=C/c2ccccc2)c2ccccc21	8	-2	2	25	4	2	6	3	1
63	CCc1c(C(=O)NC2CCCCC2)[nH]c(C)c1C(C)=O	2	0	-7	1	7	1	-4	2	-2
64	Cc1noc(NS(=O)(=O)c2ccc(NC(=O)c3ccoc3C)cc2)c1C	8	-2	-3	-7	1	4	-4	7	-5
65	COc1ccc(-c2nc(CS(=O)CC(=O)N3CCc4ccccc4C3)c(C)o2)cc1 (centres undefined)	6	-2	-2	2	3	-1	2	0	-8
66	COC(=O)c1c(NC(=O)CSc2nnnn2C)sc(C)c1C	-4	-5	-4	13	5	9	-3	-2	-2
67	CCc1cc(=O)oc2cc(OCC(=O)NCCCN3CCOCC3)c(Cl)cc12	5	-4	1	0	5	-3	1	7	4
68	Cn1c(=O)c2c(-c3ccccc3F)c3c(nc2n(C)c1=O)-c1ccccc1C3O (centres undefined)	0	-3	6	-2	1	2	1	-4	6
69	CC(C)(O)C(=O)NN(Cc1ccccc1)c1ccccc1	2	-2	3	-5	4	1	0	1	7
70	CS(=O)(=O)c1nc2c(cc1C#N)CCCC2	-1	-5	-1	4	6	-1	-6	3	-5
71	COc1ccc2cc(C(=O)N3CCN(c4ccccc4OC)CC3)[nH]c2c1	8	1	-2	2	-5	-4	3	8	12
72	CCOc1ccc(-c2nc(S(=O)(=O)c3ccccc3)c(NC)o2)cc1	6	-7	0	5	2	-2	-2	1	2
73	Cc1ccc(NC(=O)COC(=O)c2ccccc2Nc2ccccc2)cc1	2	5	-5	-1	1	-5	3	4	1
74	N/C(=N\OC(=O)N1CCOCC1)c1ccc(Br)cc1	0	2	-1	2	-2	-1	-1	12	-1
75	O=C(Nc1ccc2c(c1)OCCO2)C1CCCN1S(=O)(=O)c1ccc(Cl)cc1 (centres undefined)	7	-2	-3	6	-2	2	0	-2	-7
76	C=CC(=O)Nc1ccc(N(C)c2ccnc(Nc3ccc(N4CCN(C)CC4)cc3)n2)cc1	0	3	/	31	8	/	/	2	/
77	COCCCNCCCOc1ccc(Cl)cc1C(C)(C)C	-2	1	-3	4	2	7	-6	6	0
78	Cc1nn(C(C)C(=O)NCCc2ccccc2)c(=O)c2cc3occc3n12 (centres undefined)	6	-3	2	-1	2	3	1	7	2
79	Cc1nn(C)cc1C(C(=O)NC1CCCCC1)N(C(=O)c1cnccn1)c1ccc(Oc2ccccc2)cc1 (centres undefined)	4	-2	-2	8	-6	-3	1	0	2
80	O=C(CSc1nc2ccccc2c(=O)n1CC1CCCCC1)N1CCOCC1	3	-4	-2	21	0	-10	0	-1	-2

Assay outcomes deposited in PubChem BioAssay by The Scripps Research Institute Molecular Screening Center.
